Jurkat NFkB inh: inhibitors of induced NF-kB luciferase reporter, primary screen, TCR NF-kB activation inhibitor project, cell-based, luminescence, uHTS; Jurkat, PMA/ionomycin-induced NF-kB luciferase reporter; inhibition, % at 4 µM; 330,000 compounds, 0.53% hits; AID 435003, 2010; in the data active = inhibition above about 50%
Gli-Sufu antag: Gli-Sufu pathway antagonists, primary screen, luciferase luminescence, Sufu-KO-LIGHT cells, uHTS; Sufu-KO-LIGHT fibroblasts, Gli luciferase reporter luminescence; inhibition, % at 5 µM; 340,000 compounds, 0.74% hits;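 active = inhibition above about 55%, limit read from the data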;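 note: 0% = DMSO-treated cells and 100% = wells with medium but no cells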
APJ antag: antagonists of human apelin receptor APJ, primary screen, CHO-K1 cells, beta-arrestin complementation, luminescence; P35414; inhibition, % at 20 µM; 330,000 compounds, 0.32% hits; AID 2521, 2010;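 active = inhibition above about 40% at 20 µM, limit read from the data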;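 note: cells challenged with 10 nM apelin-13 agonist together with compound; plate controls were apelin-13 plus DMSO wells for no effect and DMSO wells lacking apelin-13 for full effect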
CXCR6 block: CXCR6 receptor inhibitors, primary screen, cell-based, beta-arrestin, luminescence, CHO-K1 PathHunter, 1536-well. C-X-C chemokine receptor type 6 (Homo sapiens), O00574. inhibition, % at 20 µM. 360,000 compounds, 0.36% hits; in the data active = inhibition above about 34%, passing the limit was not always enough;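 note: antagonist mode with CXCL16 agonist at 10 nM final; 0% = 10 nM CXCL16 with DMSO and 100% = unstimulated wells without agonist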
Target sequence (O00574 whole entry, looked up): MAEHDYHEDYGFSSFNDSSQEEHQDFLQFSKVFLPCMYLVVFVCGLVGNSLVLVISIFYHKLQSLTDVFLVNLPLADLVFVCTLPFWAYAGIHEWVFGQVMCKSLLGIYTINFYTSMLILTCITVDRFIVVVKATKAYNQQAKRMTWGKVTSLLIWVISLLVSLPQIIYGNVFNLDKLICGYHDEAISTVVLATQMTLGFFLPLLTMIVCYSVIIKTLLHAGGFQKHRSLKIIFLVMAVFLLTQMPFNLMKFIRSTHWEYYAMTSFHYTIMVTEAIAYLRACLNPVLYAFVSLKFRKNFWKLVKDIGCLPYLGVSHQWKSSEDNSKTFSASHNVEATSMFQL
EBI2 antag: EBI2 receptor antagonists, beta-arrestin recruitment, primary screen, cell-based, luminescence, 7a,25-OHC stimulation, uHTS. AID 651636, 2012. 7a,25-OHC stimulated. 360,000 compounds, 0.81% hits. inhibition, % at 5 µM. G-protein coupled receptor 183 (Homo sapiens), P32249; in the data active = inhibition above about 38%;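 note: enzyme fragment complementation signal reports receptor beta-arrestin coupling in cells; 0% = agonist plus DMSO wells and 100% = wells without agonist; some results beyond the cut were filed as inactive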
Target sequence (P32249 whole entry, looked up, the tested form may be a part): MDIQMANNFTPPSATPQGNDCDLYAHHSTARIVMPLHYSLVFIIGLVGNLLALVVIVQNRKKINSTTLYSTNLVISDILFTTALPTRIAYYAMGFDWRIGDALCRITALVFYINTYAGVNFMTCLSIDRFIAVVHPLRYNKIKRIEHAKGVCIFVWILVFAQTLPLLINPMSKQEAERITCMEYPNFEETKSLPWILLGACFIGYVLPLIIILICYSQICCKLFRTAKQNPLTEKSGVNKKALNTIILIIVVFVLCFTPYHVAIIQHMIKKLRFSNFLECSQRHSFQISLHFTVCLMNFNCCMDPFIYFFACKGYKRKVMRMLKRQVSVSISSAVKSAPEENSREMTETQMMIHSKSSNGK
UBC13 polyUb: UBC13 polyubiquitin chain formation inhibitors, primary screen, biochemical, TR-FRET, uHTS | 330,000 compounds, 0.47% hits | AID 485273, 2010 | inhibition, % at 20 µM | Ubiquitin-conjugating enzyme E2 N (Homo sapiens), P61088; in the data active = inhibition above about 45%, passing the limit was not always enough; inconclusive = no clear call, values can overlap the other calls
Target sequence (P61088 whole entry, looked up): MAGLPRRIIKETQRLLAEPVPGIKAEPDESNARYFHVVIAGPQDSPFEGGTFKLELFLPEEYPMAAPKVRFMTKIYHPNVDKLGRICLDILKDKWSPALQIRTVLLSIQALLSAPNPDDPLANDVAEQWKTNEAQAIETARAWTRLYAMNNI
697 NFkB inh: inhibitors of PMA/ionomycin-induced NF-kB reporter, 697 cells, primary screen, B-cell NF-kB inhibitor project, cell-based, luminescence, uHTS; 697 B-cell NF-kB luciferase reporter, 16 h; inhibition, % at 4 µM; 330,000 compounds, 0.33% hits; AID 435022, 2010; in the data active = inhibition above about 35%
CCR6 antag: CCR6 receptor antagonists, primary screen, cell-based, CHO-K1, luminescence, beta-arrestin, uHTS; C-C chemokine receptor type 6 (Homo sapiens), P51684; AID 493098, 2011; 340,000 compounds, 0.49% hits; inhibition, % at 20 µM; CHO-K1 CCR6 PathHunter beta-arrestin, CCL20-stimulated;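 active = compounds whose inhibition of the agonist-driven luminescence signal at 20 µM reaches about 50%, limit read from the data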;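 note: cells stimulated with CCL20 at 14 nM final; plate controls were DMSO with CCL20 for no effect and DMSO without agonist for full effect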
* marks the source's active call; other numbers are inactive results; u = inconclusive; x = not tested or not shown; & = joins results of further samples.

SMILES	Jurkat NFkB inh	Gli-Sufu antag	APJ antag	CXCR6 block	EBI2 antag	UBC13 polyUb	697 NFkB inh	CCR6 antag
COc1ccc(C2CC(c3ccc4ccccc4c3OC(C)=O)=NN2C(=O)/C=C/c2ccccc2)cc1 (stereo unspecified)	-6	0	1	12	14	14	3	21
CCOc1ccc(N(CC(=O)NCCSCc2ccccc2)S(=O)(=O)c2ccccc2)cc1	7	16	10	4	29	1	-12	-1
Cc1ccc(S(=O)(=O)N(C)C)cc1NC(=O)Nc1c(-c2ccccc2)noc1C	-9	2	0	1	2	-5	3	13
COc1ccc(OC)c(/C=C2\SC(=S)N(N3CCOCC3)C2=O)c1	3	8	9	21	13	-19	-3	16
COc1ccc(Oc2ccc(S(=O)(=O)N3CCCCC3)cc2S(=O)(=O)N2CCCCC2)cc1	16	6	9	10	20	11	10	15
O=C(Cc1nnc(NC(=O)c2ccccc2)s1)N/N=C/c1ccco1	-4	43	9	7	-3	2	-6	-2
CCC(CO)Nc1ncnc2c1cnn2-c1ccc(OC)cc1 (stereo unspecified)	-91	-108	0	-2	-1	13	-124	-7
Cc1cc(NC(=O)c2c(-c3ccccc3Cl)noc2C)no1	-14	-6	9	-5	-10	-5	-3	2
O=C(NCc1n[nH]c(=O)c2ccccc12)C1CC(=O)N(c2ccc(Cl)cc2)C1 (stereo unspecified)	-16	-2	9	-4	9	-1	-10	13
NC(=O)CSc1nccn1Cc1ccc2c(c1)OCO2	1	-2	2	-3	-12	2	13	2
Cc1nc(N2CCC(C)CC2)c2c(C)c(C(=O)Nc3cc(F)ccc3C)sc2n1	-8	17	-2	-12	1	42	1	-6
COc1ccc(OC)c(NC(=O)CSc2nnc(CNc3ccc(C)cc3C)o2)c1	-13	1	-6	-2	23	6	-8	-1

One compound at a time, as listed above:
O=C(NCc1n[nH]c(=O)c2ccccc12)C1CC(=O)N(c2ccc(Cl)cc2)C1 (stereo unspecified) in the list: Jurkat NFkB inh = -16; Gli-Sufu antag = -2; APJ antag = 9; CXCR6 block = -4; EBI2 antag = 9; UBC13 polyUb = -1; 697 NFkB inh = -10; CCR6 antag = 13
COc1ccc(Oc2ccc(S(=O)(=O)N3CCCCC3)cc2S(=O)(=O)N2CCCCC2)cc1 in the list: Jurkat NFkB inh = 16; Gli-Sufu antag = 6; APJ antag = 9; CXCR6 block = 10; EBI2 antag = 20; UBC13 polyUb = 11; 697 NFkB inh = 10; CCR6 antag = 15

Filtered by structure: the entries above containing two or more sulfur atoms.
SMILES	Jurkat NFkB inh	Gli-Sufu antag	APJ antag	CXCR6 block	EBI2 antag	UBC13 polyUb	697 NFkB inh	CCR6 antag
CCOc1ccc(N(CC(=O)NCCSCc2ccccc2)S(=O)(=O)c2ccccc2)cc1	7	16	10	4	29	1	-12	-1
COc1ccc(OC)c(/C=C2\SC(=S)N(N3CCOCC3)C2=O)c1	3	8	9	21	13	-19	-3	16
COc1ccc(Oc2ccc(S(=O)(=O)N3CCCCC3)cc2S(=O)(=O)N2CCCCC2)cc1	16	6	9	10	20	11	10	15

Other entries:
SMILES	Jurkat NFkB inh	Gli-Sufu antag	APJ antag	CXCR6 block	EBI2 antag	UBC13 polyUb	697 NFkB inh	CCR6 antag
O=C(CCS(=O)(=O)c1ccc(Br)cc1)NCCC1=CCCCC1	11	3	28	6	3	-4	-9	17
COC(=O)N/N=C/c1cc(C)n(-c2ccc(F)cc2)c1C	-15	-16	-28	1	3	-3	-12	5
CC1=C(C(=O)OC(C)C)C(c2cccc(F)c2)N2C(=O)C(C)SC2=N1 (stereo unspecified)	4	-1	15	2	0	-4	7	22
COc1ccc(CN(C)CC(=O)Nc2ccc(N3CCOCC3)cc2)cc1OC	-2	2	1	2	-7	7	-11	6
CCN=c1scc(-c2ccc3c(c2)NC(=O)CO3)n1N=C1CCCC1	25	13&-14	15	2&-3	-1&1	-5	-36	16&8
O=C(CN(C(=O)c1csnn1)c1ccccc1F)NCc1ccccc1	-13	15	-32	-7	-5	2	8	10
CN(C)CCN(Cc1ccccc1)C(=O)C1CCN(c2ncnc3c2nc2n3CCCCC2)CC1	-5	5	-20	1	-12	20	-1	5
COc1ccccc1NS(=O)(=O)c1ccc(C(=O)Nc2ncccc2O)cc1	-11	13	5	-7	4	13	-96	6
Cc1nc(N2CCN(c3ccccn3)CC2)c2c(C)c(C(=O)Nc3ccc(F)cc3F)sc2n1	6	3	12	0	19	u	-3	2
CCOc1ccc(NC(=O)c2cccc3c2C(=O)N(CC2CCCO2)C3)cc1 (stereo unspecified)	3	-3	13	5	-3	2	5	15
CC12CCC(C(=O)N3CCOCC3)([C@H](Br)C1=O)C2(C)C (stereo partly specified)	16	19	-10	2	-2	8	10	-3
O=C(O)c1cccc(N2C(=O)Nc3ccccc3N2O)c1	-4	-7	-4	-4	-16	-1	3	-2

Ordered by length of the SMILES (highest first): part of the list above
SMILES	Jurkat NFkB inh	Gli-Sufu antag	APJ antag	CXCR6 block	EBI2 antag	UBC13 polyUb	697 NFkB inh	CCR6 antag
Cc1nc(N2CCN(c3ccccn3)CC2)c2c(C)c(C(=O)Nc3ccc(F)cc3F)sc2n1	6	3	12	0	19	u	-3	2
COc1ccccc1NS(=O)(=O)c1ccc(C(=O)Nc2ncccc2O)cc1	-11	13	5	-7	4	13	-96	6
CCN=c1scc(-c2ccc3c(c2)NC(=O)CO3)n1N=C1CCCC1	25	13&-14	15	2&-3	-1&1	-5	-36	16&8
O=C(CN(C(=O)c1csnn1)c1ccccc1F)NCc1ccccc1	-13	15	-32	-7	-5	2	8	10
COC(=O)N/N=C/c1cc(C)n(-c2ccc(F)cc2)c1C	-15	-16	-28	1	3	-3	-12	5

Going on with the list:
SMILES	Jurkat NFkB inh	Gli-Sufu antag	APJ antag	CXCR6 block	EBI2 antag	UBC13 polyUb	697 NFkB inh	CCR6 antag
CCOc1ccc(N(CC)S(=O)(=O)c2ccc3c(c2)oc(=O)n3C)cc1	-11	0	3	2	7	-17	-15	-23
O=C(NC(NC(=O)c1c(F)cccc1F)c1ccc([N+](=O)[O-])cc1)c1c(F)cccc1F	-8	5	-2	6	-5	-3	-2	2
O=C(COc1ccc2ccccc2c1)Nc1ccc(Cc2ccncc2)cc1	-11	-3	0	-4	9	-2	9	9
CCCOc1ccc(N2CC(C(=O)Nc3ccc(N4CCOCC4)cc3)CC2=O)cc1 (stereo unspecified)	-10	0	-10	-1	4	2	-10	-10
COCCCNC(=O)c1c[nH]c2ccc(S(=O)(=O)N(C)c3ccccc3C)cc2c1=O	-6	-30	-18	-3	16	6	-12	-8
CC(C)[C@H](NC(=O)Nc1ccc(Oc2ccccc2)cc1)C(=O)O	5	-12	2	-3	-2	4	14	-10
COc1ccc(S(=O)(=O)N2CCN(CC(=O)Nc3ccc(F)c(F)c3)CC2)cc1	6	3	7	-1	6	5	16	1
CC(C)OCCCNc1nc2c([nH]1)c(=O)n(C)c(=O)n2C	5	9	3	-2	4	6	16	-4
Cc1ccc(C(=O)c2cc(C)sc2NC(=O)CN2CCN(C(=O)c3ccco3)CC2)cc1	11	-7	-20	8	20	8	12	9
CN1C(=O)c2ccccc2N(C)C1c1cccs1 (stereo unspecified)	-12	-8	4	1	-13	9	-14	20
Cc1ccc(S(=O)(=O)N2CCCOC2CNC(=O)C(=O)NC2CCCCC2)cc1 (stereo unspecified)	0	-3	12	8	-6	-23	-15	-3
Cc1ccc(C2C(C(=O)c3cccs3)=C(O)C(=O)N2c2cccc(C)n2)cc1 (stereo unspecified)	-10	-13	5	9	0	-7	8	3

Of the compounds above, 2 contain a Cl atom:
SMILES	Jurkat NFkB inh	Gli-Sufu antag	APJ antag	CXCR6 block	EBI2 antag	UBC13 polyUb	697 NFkB inh	CCR6 antag
Cc1cc(NC(=O)c2c(-c3ccccc3Cl)noc2C)no1	-14	-6	9	-5	-10	-5	-3	2
O=C(NCc1n[nH]c(=O)c2ccccc12)C1CC(=O)N(c2ccc(Cl)cc2)C1 (stereo unspecified)	-16	-2	9	-4	9	-1	-10	13

(continued)
SMILES	Jurkat NFkB inh	Gli-Sufu antag	APJ antag	CXCR6 block	EBI2 antag	UBC13 polyUb	697 NFkB inh	CCR6 antag
CCn1nnnc1SCC(=O)Nc1ccc2c(c1)OCCO2	-62	-61	-1	2	-9	4	-40	-4
O=C(NCc1cccnc1)C1COc2ccccc2O1 (stereo unspecified)	-2	21	-10	-2	-3	-9	-21	-1
Cc1cc(C)cc(NC(=O)CCn2ccnc2C)c1	3	6	-3	3	-4	0	6	6
CCOC(=O)c1cccc(NC(=O)c2cccnc2)c1	8	5	15	-15	-4	-1	4	6
COc1cc(/C=N/NC(=O)c2ccc(CSc3nc4ccccc4[nH]3)cc2)cc(OC)c1OC	-9	9	-36	0	31	-7	19	9
O=C(NCCCCO)c1ccc2c3c(cccc13)CC2	10	-17	-4	-3	8	7	-3	-10
C=CCC1(CC=C)CCCN1C(=O)c1cc(COc2cncc(Cl)c2)on1	22	x	-1	6	4	4	-62	x
CCCCc1c(O)nc(SCC(=O)N2CCCCC2)n(-c2ccccc2C)c1=O	0	2	7	-6	10	-4	-7	-5
COc1ccc(N2CCN(c3ncccn3)CC2)cc1	-48	-38	7	0	4	-8	-58	16
CN(CCc1ccccc1)C(=O)CCc1nnc(Cc2ccc3c(c2)OCO3)o1	4	3	16	-8	3	2	-5	5
CC(C)CN1C(=O)C(=O)N(CC(=O)Nc2cc(Cl)ccc2Oc2ccccc2)C1=O	1	-6	1	0	0	7	14	16
Cc1ccc(S(=O)(=O)NCc2ccc(C(=O)N3CCCC3)cc2)cc1	1	2	-8	-2	-1	14	7	-6

New compounds follow
SMILES	Jurkat NFkB inh	Gli-Sufu antag	APJ antag	CXCR6 block	EBI2 antag	UBC13 polyUb	697 NFkB inh	CCR6 antag
COc1ccc(/C=C(/NC(=O)c2cccs2)C(=O)N2CCOCC2)cc1OC	5	-5	-12	-4	6	6	8	-2
O=C1C2N=NN(CC(=O)N3N=C(c4cccc5ccccc45)CC3c3ccccc3)C2C(=O)N1c1ccccc1 (stereo unspecified)	-6	7	11	9	-7	-5	-8	3
COc1cccc(N2CCN(C(=S)NCCc3ccccc3)CC2)c1	1	3	-10	0	10	4	1	11
Cc1cc2n(n1)C(c1ccc3c(c1)OCO3)Nc1ccccc1-2 (stereo unspecified)	0	x	-11	3	4	12	8	9
COC(=O)[C@@H](Cc1ccccc1)N(Cc1ccccc1)S(=O)(=O)N(Cc1ccccc1)[C@H](Cc1ccccc1)C(=O)OC	26	18	11	-9	1	-16	2	18
COc1ccccc1NC(=O)c1ccc2nc(-c3ccccc3)c(-c3ccccc3)nc2c1	1	-16	8	-3	5	-1	16	12
O=C(CSc1nnc(Cc2ccccc2)o1)NC1CC2CCC1C2 (stereo unspecified)	19	3	23	0	-5	0	14	1
COc1cccc(NC(=O)Nc2ccc3c(c2)CCC3)c1	-86	-96	16	-10	-6	4	-61	5
CCc1ccc(-c2nc(SCC(=O)NC3CCS(=O)(=O)C3)n[nH]2)cc1 (stereo unspecified)	-14	-9	-3	7	5	-1	-14	10
CC(C)(C)OC(=O)NCCCC[C@H](NC(=O)c1nc[nH]c1C(=O)NCC(=O)OCc1ccccc1)C(=O)OC(C)(C)C	-1	-6	10	2	18	-34	4	12
Cc1ccc(OCCC(=O)OCC(=O)NC(=O)NC2CCCCC2)cc1	0	-7	21	-4	-4	-1	-11	1
CCOC(=O)CCNc1n[nH]c(=O)[nH]c1=O	0	-1	-15	4	-4	-8	5	7
O=c1[nH]c2cc3c(cc2cc1CN(Cc1ccc2c(c1)OCO2)Cc1nnnn1CC1CCCO1)OCO3 (stereo unspecified)	-8	2	20	7	8	4	6	11
CC(=O)c1cc(F)ccc1OCC(=O)N1CCCc2ccccc21	-3	14	17	8	-1	3	-12	23
